Rpn11 block: inhibitors of human proteasome Rpn11; 360,000 tested, 0.59% active; calls only at 20 µM; AID 588493; O00487; human 26S proteasome, Ub4-pepOG fluorescence polarization; 20S core pre-blocked with epoxomicin;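 active means inhibition at 20 µM, scaled to each plate's controls, above about 33%, limit read from the data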
CSN deneddyl inh: CSN deneddylation inhibition | Q92905 | Purified CSN, SCF-Nedd8-OG deneddylation, fluorescence polarization | inhibition, % at 12.5 µM | 360,000 tested, 0.38% active | AID 651999;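 active means pattern-corrected inhibition above about 35%, with an unprinted fluorescence ratio check between 0.5 and 1.5, limit read from the data, passing the limit was not always enough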;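 further: 0% = enzyme with substrate and 100% = substrate without enzyme; some results filed as inactive read as strong as hits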
Target sequence (Q92905 whole entry, looked up, one chain of several): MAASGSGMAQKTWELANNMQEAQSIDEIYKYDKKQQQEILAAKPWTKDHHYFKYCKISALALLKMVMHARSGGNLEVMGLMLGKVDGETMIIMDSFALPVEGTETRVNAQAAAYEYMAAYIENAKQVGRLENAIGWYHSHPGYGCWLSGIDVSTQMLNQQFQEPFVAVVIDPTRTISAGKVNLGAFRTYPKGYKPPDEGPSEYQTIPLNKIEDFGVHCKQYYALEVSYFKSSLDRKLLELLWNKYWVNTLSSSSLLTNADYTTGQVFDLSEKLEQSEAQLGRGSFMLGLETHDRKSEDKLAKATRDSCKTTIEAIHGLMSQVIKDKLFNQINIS
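Assay system: HEK293T-derived human Csn5 enzyme; quantity: 0.24 nM enzyme; medium: Tris/NaCl/DTT buffer, pH 7.5; also added: substrate SCFSkp2-Nedd8OG, 10 nM; doses: 12.5 µM compound; schedule: 90 min reaction at room temperature; signal: FP; read-out: % inhibition of substrate cleavage by Csn5; benchmarks: substrate-only high control, full reaction low control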
STEP block: blocks human striatal-enriched tyrosine phosphatase; inhibition, % at 20 µM; 360,000 tested, 0.25% active; recombinant STEP, OMFP fluorogenic substrate, fluorescence; P54829;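 active means inhibition at 20 µM, scaled per plate between control wells, above about 37%, limit read from the data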;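 further: 0% = DMSO with enzyme and substrate and 100% = substrate only without enzyme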
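Also added – OMFP at 25 µM · Test system – STEP tyrosine phosphatase · Technique – FITC-channel fluorescence of OMFP product · Schedule – 20 min at room temperature, dark · Evaluation – control-normalized % inhibition with plate pattern correction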
NadD inh: inhibitors of Staphylococcus aureus NadD. 360,000 tested, 0.78% active. purified NadD enzyme, colorimetric absorbance read-out. inhibition, % at 20 µM. AID 602399; in the data active means inhibition above about 26%; further: some compounds past the cut are filed as inactive
Scp1 inh: blocks human Scp-1 phosphatase activity; Q9GZU7; Recombinant Scp1, phosphopeptide, malachite green phosphate absorbance; inhibition, % at 20 µM; 340,000 tested, 0.88% active;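 active means inhibition above about 50% at 20 µM, limit read from the data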;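 further: plate controls were DMSO wells with enzyme for no effect and wells lacking enzyme for full effect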
Target sequence (Q9GZU7 76-261 limits assumed): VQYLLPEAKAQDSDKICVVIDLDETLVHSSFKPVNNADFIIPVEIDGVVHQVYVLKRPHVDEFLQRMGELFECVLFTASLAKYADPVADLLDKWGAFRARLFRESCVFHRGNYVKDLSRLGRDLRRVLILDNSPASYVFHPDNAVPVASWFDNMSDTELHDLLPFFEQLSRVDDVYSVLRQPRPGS
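assay system = SCP-1 phosphatase catalytic domain, residues 76-261 | buffer or medium = 50 mM Tris acetate pH 5.5, 0.005% Tween-20, 10 mM MgCl2 | incubation = enzyme reaction 45 min at room temperature, colour 5 min, stabilisation 30 min | signal = Phosphate-binding colour reagent, absorbance read at 630 nm | measure = % inhibition at 20 µM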
LMPTP block: LMPTP (human) inhibition; inhibition, % at 20 µM; 360,000 tested, 0.22% active; P24666; recombinant LMPTP-A, OMFP fluorogenic substrate, fluorescence intensity;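 active means compounds that cut the enzyme signal by at least half of the control window in the single-dose screen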;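 further: plate controls were DMSO wells with enzyme plus substrate for no effect and substrate without enzyme for full effect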
Target sequence (P24666 whole entry, looked up): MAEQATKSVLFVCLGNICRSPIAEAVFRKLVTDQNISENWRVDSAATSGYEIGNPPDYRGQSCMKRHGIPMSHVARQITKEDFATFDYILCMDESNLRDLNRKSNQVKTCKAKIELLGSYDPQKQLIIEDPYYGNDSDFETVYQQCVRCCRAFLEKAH
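Material: LMPTP-A; amount: 0.625 nM enzyme; doses: single 20 µM dose; times: reaction 50 min, room temperature, dark; technique: fluorescence intensity of OMFP turnover product; benchmarks: no-enzyme and uninhibited controls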
PABP1 MLLE inh: inhibitors of microRNA-mediated deadenylation, human PABP1 MLLE binding; GST-MLLE / FITC-PAM2 fluorescence polarization; inhibition, % at 20 µM; 360,000 tested, 0.36% active; AID 588489; in the data active means inhibition above about 35%, passing the limit was not always enough;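 further: plate controls were DMSO wells with GST-MLLE for no effect and wells lacking GST-MLLE protein for full effect; some results filed as inactive read as strong as hits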
TbMetRS inhib: blocks T. brucei methionyl-tRNA synthetase activity; purified T. brucei MetRS, ATP depletion, Kinase-Glo luminescence; inhibition, % at 11.9 µM; 360,000 tested, 0.4% active; AID 624268;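 active means inhibition above a per-plate cutoff of the control wells' mean inhibition plus 3 SD, cut at about 5.5% in these data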;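 further: 0% = DMSO wells median and 100% = median of wells with control inhibitor compound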
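Test system – parasite MetRS enzyme · Reagent – substrates ATP, L-methionine and bulk Escherichia coli tRNA · Doses – 11.9 µM compound single dose, 0.9% DMSO · Times – 15 min enzyme-compound preincubation, 2 h reaction, 10 min detection, 25 °C · Signal – Kinase-Glo luminescence, ATP depletion format · Controls – DMSO-only wells as low control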
DNMT1 inh: DNMT1 (human) enzyme inhibition. P26358. DNMT1 molecular beacon, Hinp1I cleavage, fluorescence. inhibition (reported as % activation of signal), % at 10 µM. 360,000 tested, 0.83% active. AID 588458; in the data active means inhibition above about 50%
SUMO1 PPI mod: SUMO1-SIM interaction modulation | AID 602429 | inhibition, % at 20 µM | 360,000 tested, 0.33% active | SUMO1 binding to a labelled peptide, TR-FRET, 1 h | P63165; in the data active means inhibition above about 37%
Target sequence (P63165 whole entry, looked up): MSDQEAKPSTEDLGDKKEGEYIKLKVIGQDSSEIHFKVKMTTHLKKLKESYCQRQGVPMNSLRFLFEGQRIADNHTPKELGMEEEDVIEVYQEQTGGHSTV
The depositor's hits bear a star; i = inactive; · = no result given.

SMILES	Rpn11 block	CSN deneddyl inh	STEP block	NadD inh	Scp1 inh	LMPTP block	PABP1 MLLE inh	TbMetRS inhib	DNMT1 inh	SUMO1 PPI mod
CC(=O)c1ccc(N2CCN(S(=O)(=O)c3c(C)[nH]c(C)c3C(=O)N3CCCCC3)CC2)cc1	i	1	1	-1	-6	-0.8	3	-0.7	-2	-5
CC(=O)Oc1cc(OC(C)=O)c2c(C)cc(=O)oc2c1	i	-1	-1	4	-9	-0.3	-13	-0.8	1	2
O=[N+]([O-])c1ccccc1S(=O)(=O)N1CCN(Cc2ccccc2)CC1	i	6	1	-2	2	-1.1	-3	-1.7	3	-4
C=CCSc1nnc(NC(=O)Cc2ccc(OC)c(OC)c2)s1	i	-4	-1	-2	-9	-0.2	-2	-0.2	2	-4
CCOC(=O)c1[nH]c(C)c(/C(O)=C2\C(=O)C(=O)N(CCCN(C)C)C2c2cccnc2)c1C (stereo not drawn)	i	3	1	3	-3	-4.2	4	-0.5	1	-2
O=c1[nH]c(=S)n2c(c1-c1ccccc1)OC(CBr)C2 (stereo not drawn)	i	4	3	0	·	-1.5	17	-0.1	5	3
COc1cc(F)c(C2=CC(=O)C[C@H](c3ccc(F)cc3)C2)cc1F	i	4	3	-7	-8	3.3	3	-0.2	-4	-20
COc1ccccc1CN1C[C@@H]2C[C@@H](C3=Cc4cccc(OC)c4OC3)N3CCC[C@@]23C1=O	i	-3	3	12	-7	-0.3	-5	1.8	-3	-3
Nc1nn2c(-c3ccccc3)cc(=O)[nH]c2c1N=Nc1ccc(Br)cc1	i	3	14	77*	13	56*	-2	0.0	-31	-3
CC(C)Oc1ccc(CSc2nnc3n(C)c(=O)c4c5c(sc4n23)CCCC5)cc1	i	2	2	-5	7	2.7	-118	-0.6	-1	3
COc1ccc(-n2c(SCC(=O)Nc3cc(C)on3)nc3c(c2=O)SCC3)cc1OC	i	0	-2	-2	0	-0.7	12	-0.2	-1	-19
COc1cc(OC)cc(C(=O)N[C@H](C(=O)N2CCc3ccccc32)C(C)C)c1	i	-3	-6	-7	-7	-0.7	1	-0.1	-3	2
CCC1(c2ccc(F)cc2)NC(=O)N(CC(=O)N(C)C2CCS(=O)(=O)C2)C1=O (stereo not drawn)	i	4	-3	0	-3	-0.9	-30	-0.3	5	2
N=c1c2c(n(Cc3cccc(Cl)c3)c3c1CCC3)CCCC2	i	0	0	3	2	-0.5	-5	0.3	-5	-1
COc1ccc(NC(=O)Nc2ccc3c(c2)C(=O)N([C@H](C)CO)C[C@H](C)[C@@H](CN(C)S(=O)(=O)c2ccc(OC)cc2)O3)cc1	i	-4	0	6	-6	-0.4	2	-0.4	-6	-5
Cc1ccc(C2N(C)c3ccccc3-c3nc4ccccc4n32)o1 (stereo not drawn)	i	-3	-2	-2	-3	1.0	-2	-0.3	1	2
CCC(C)C(=O)Nc1c2c(nc3c1CCC3)CCCC2 (stereo not drawn)	i	-6	-3	-1	9	0.5	4	-0.2	1	-1
c1coc(-c2nn3c(Cn4nnc5ccccc54)nnc3s2)c1	i	0	8	-3	-8	-1.4	38*	0.1	3	-2
COc1cc(OC)c(NS(=O)(=O)c2cc(Br)cnc2N)cc1Cl	i	4	-5	-1	-6	2.0	-6	-0.5	-5	4
COc1ccc(CC(=O)Nc2ccc(-c3noc(-c4cccc(OC)c4)n3)cc2)cc1	i	12	-7	-1	11	-1.0	4	-0.5	61*	-4
CC(C)C(=O)Nc1cc(S(=O)(=O)Nc2cccc(Cl)c2)ccc1Cl	i	4	0	-4	-2	-0.5	-11	0.1	4	2
CN(C)S(=O)(=O)c1cccc(NC(=S)NC(=O)C2CCCCC2)c1	i	-6	0	-1	-8	-0.7	21	-0.3	-3	-1
COCCN1C(=O)COc2ccccc2C1C(=O)Nc1c(C)cccc1C (stereo not drawn)	·	1	·	4	·	-1.7	·	-0.2	·	10
CCOC(=O)N1CCN(C(=O)Cc2ccc(-n3c(=O)[nH]c4ccccc4c3=O)cc2)CC1	i	3	0	5	-2	0.2	-9	-0.2	4	-2
COc1ccc2nc(SCc3nc(N)nc(Nc4ccccc4)n3)[nH]c2c1	i	0	-1	10	-2	0.1	-78	0.5	-6	2

Following part.
SMILES	Rpn11 block	CSN deneddyl inh	STEP block	NadD inh	Scp1 inh	LMPTP block	PABP1 MLLE inh	TbMetRS inhib	DNMT1 inh	SUMO1 PPI mod
CS(=O)(=O)N1CCN(c2ccccc2NC(=O)c2ccc(-c3ccc(Br)cc3)o2)CC1	i	-2	5	11	-13	4.8	10	-0.5	-10	1
Cn1c(-c2cccc(F)c2)nc2c1c(=O)[nH]c(=O)n2Cc1ccccc1	i	3	0	5	-2	0.0	-9	0.0	-1	9
O=C(COC(=O)c1ccc[nH]c1=O)c1ccc(Cl)s1	i	-4	-2	8	-1	-1.4	-3	-0.3	2	-3
COC(=O)c1ccccc1NC(=S)NC(=O)c1cccc2ccccc12	i	0	3	-1	-20	2.1	-4	-0.8	7	-3
COCCNC(=O)C(c1ccc(C)o1)N(Cc1ccc(OC)cc1)C(=O)Cn1nnc2ccccc21 (stereo not drawn)	i	3	0	3	-7	0.2	11	-0.1	3	0
O=C(NC(=S)Nc1ccc(CN2CCOCC2)cc1)c1ccc2c(c1)OCCO2	i	-4	1	3	-3	1.4	15	0.2	-5	-2
CN(CC(=O)N1CCCC1)S(=O)(=O)c1cccc(Cl)c1	i	-1	2	1	4	-0.8	1	-0.6	1	-4
O=C(NCC1CCCO1)C1CCCN(S(=O)(=O)c2ccc(Cl)cc2)C1 (stereo not drawn)	i	6	-2	-2	-12	-0.6	-1	0.0	0	3
COc1ccc(NC(C)=O)cc1NC(=O)c1cccc(C(F)(F)F)c1	i	-5	-3	-9	-10	-0.5	0	-0.5	-2	-4
O=C(c1cncc(Br)c1)N1CCN(S(=O)(=O)c2ccc(Cl)cc2)CC1	i	4	0	-5	1	-0.5	13	-0.3	-1	3
COc1ccc(C(=O)Nc2ncc(C)s2)cc1S(=O)(=O)N1CCCC1	i	-8	1	-2	1	-0.5	-9	-0.7	-1	-1
CC(=O)NC1=NN(C(C)=O)C2(S1)C(=O)N(C(C)C)c1ccc(C)cc12 (stereo not drawn)	i	-1	-2	-2	-3	0.5	-5	-1.0	0	-1
O=C1CN(C(=O)c2c(F)cccc2F)C(c2ccccc2)c2cc(Br)ccc2N1 (stereo not drawn)	i	5	0	-4	2	1.1	14	-1.9	1	4
CC(C)N1C(=O)c2ccccc2NC(=O)C1C(=O)NCc1cccc(C(F)(F)F)c1 (stereo not drawn)	·	-3	·	·	·	-0.1	·	-0.5	·	2
Cc1cccc(NC(=O)c2ncn3c2C(=O)N[C@@H](C)C3)c1	i	6	1	8	·	0.1	-1	-0.3	11	2
Cc1ccc(S(=O)(=O)N2CCC(C(=O)OCC(=O)NCc3ccco3)CC2)cc1C	i	-3	-1	-4	11	-0.1	3	-0.8	2	2
COc1ccc([N+](=O)[O-])cc1N1C(=O)c2cccnc2C1=O	i	8	-1	-7	-2	-1.4	2	-0.7	-1	-16
S=C1SCCN1Cc1ccccc1	i	1	3	-3	-3	-0.3	-2	0.2	7	-2
O=C(O)CCCC(=O)NCCc1cccc(Cl)c1	i	-2	-1	-2	-8	-1.5	3	-1.0	4	-1
Cc1ccc(C(=O)Nc2ccccc2C(=O)NC(Cc2ccccc2)C(=O)O)cc1 (stereo not drawn)	i	1	-2	-8	-11	0.3	11	0.5	1	14
CCN1CCN(C(CNS(=O)(=O)c2ccccc2)c2ccccc2)CC1 (stereo not drawn)	i	0	-2	-3	-10	0.7	-8	1.1	0	1
N=c1c(S(=O)(=O)c2ccc(Br)cc2)cc2c(=O)n3ccccc3nc2n1CCN1CCOCC1	i	1	1	-2	-9	0.8	-9	0.7	-1	-11
COc1cccc(OCc2ccc(Cn3nc(NC(=O)NCCc4ccc(OC)c(OC)c4)c4ccccc43)cc2)c1	i	1	3	-4	·	2.6	-11	-0.2	-13	7
CCC(=O)N(C(=O)CC)N1CCN(c2ccncc2S(=O)(=O)N2CCCCC2)CC1	i	2	-4	0	-4	-1.1	-2	-0.3	3	3
Cc1ccc(S(=O)(=O)NNc2c3ccccc3nc3ccc(Cl)cc23)cc1	i	12	-2	11	·	35	32	0.6	-10	-10

(next part)
SMILES	Rpn11 block	CSN deneddyl inh	STEP block	NadD inh	Scp1 inh	LMPTP block	PABP1 MLLE inh	TbMetRS inhib	DNMT1 inh	SUMO1 PPI mod
O=C(/C=C/c1ccccc1)Nc1nnc(SCC(=O)c2ccc3ccccc3c2)s1	i	-2	-2	13	-4	2.3	-102	-1.1	1	-2
Cc1ccccc1NC(=O)COc1ccc2oc(=O)cc(C)c2c1	i	6	-1	-2	0	-2.1	-14	-0.2	1	3
Cn1nc(CC(=O)NCc2ccc(C(F)(F)F)cc2)c2ccccc2c1=O	i	0	2	-7	-6	-0.8	0	-0.9	3	-1
CCCCCCCCCC(=O)N[C@@H]1c2cc(OC)c(OC)cc2C[C@H]1O	i	-2	0	-7	-4	1.3	-4	-1.9	2	-1
COCC(=O)Nc1nnc(-c2ccc(C(C)(C)C)cc2)s1	i	0	2	-6	-4	3.3	-4	-0.1	3	-6
CC1=NN(c2ccccc2)C(=O)C1(C)[N+](=O)[O-] (stereo not drawn)	i	-3	-4	1	12	-3.0	0	0.4	0	-1
O=C(NCCSc1ncc(-c2ccccc2)[nH]1)c1ccco1	i	1	2	1	-4	-1.0	15	-0.4	0	-2
COc1ccc(S(=O)(=O)N2CCN(C(=O)COc3ccc(C)c(C)c3)CC2)cc1OC	i	-7	2	1	-5	0.1	5	-0.6	-2	6
CCOC(=O)N1CCN(C(=O)C2CCCN(S(=O)(=O)c3ccc(C)cc3)C2)CC1 (stereo not drawn)	i	2	-4	-1	-3	-1.7	-9	-0.5	-3	-3

3 entries from above in a different format.
canonical_smiles,Rpn11 block,CSN deneddyl inh,STEP block,NadD inh,Scp1 inh,LMPTP block,PABP1 MLLE inh,TbMetRS inhib,DNMT1 inh,SUMO1 PPI mod
O=C(/C=C/c1ccccc1)Nc1nnc(SCC(=O)c2ccc3ccccc3c2)s1,i,-2,-2,13,-4,2.3,-102,-1.1,1,-2
Cc1ccccc1NC(=O)COc1ccc2oc(=O)cc(C)c2c1,i,6,-1,-2,0,-2.1,-14,-0.2,1,3
Cn1nc(CC(=O)NCc2ccc(C(F)(F)F)cc2)c2ccccc2c1=O,i,0,2,-7,-6,-0.8,0,-0.9,3,-1

High-throughput results: PubChem, several laboratories
